Source: PubChem BioAssay
RMI FANCM FP: blocks RMI1/RMI2 complex binding to FANCM MM2 peptide | AID 1159607 | 70,000 compounds, 0.58% hits | FP signal (polarization) at 33 µM | Fluorescence polarization, RMI core complex with F-MM2 peptide; hits give low values; in the data active = FP signal below about 40; note: inactives centre near 61; strong numbers were not always called active; unit not given here
* hit, by the source's call; & = joins results of further samples.

SMILES	RMI FANCM FP
O=C(/C=C\c1ccc([N+](=O)[O-])cc1)NC1CC(=O)N(c2ccccc2)C1 (stereo unspecified)	60
O=C1CN(C(=O)CCc2csc(NC(=O)c3ccc[nH]c3=O)n2)CCN1	62
O=C(Nc1nc2c(s1)COc1ccccc1-2)c1cccc(NS(=O)(=O)c2ccccc2)c1	65
COc1ccc2sc(N(CCCN(C)C)C(=O)c3ccc(S(=O)(=O)N4CCCC4)cc3)nc2c1	85
N#C/C(=C\c1cccnc1)c1nc2ccccc2o1	70
O=C(NCC1CCCO1)C(=O)Nc1ccc(C(F)(F)F)cc1 (stereo unspecified)	54
COc1cccc(OCC(=O)Nc2ccc3c(c2)OCC(C)(C)C(=O)N3C)c1	66
COc1ccc(-c2c[nH]c(=S)n2-c2cccc(C(F)(F)F)c2)cc1	59
COc1cc(OC)cc(-c2nnc(NC(=O)c3ccn(C)n3)o2)c1	70
O=C(Cn1cnc2c(-c3ccc(Cl)cc3)csc2c1=O)NC1CCCC1	107
O=C1C2ON(c3ccccc3)C(c3ccccn3)C2C(=O)N1c1ccc(Br)cc1 (stereo unspecified)	62
Cc1cc(NC(=O)C2CCCC2)n(-c2nc(-c3cccs3)cs2)n1	114
COc1cc(C(=O)O)ncn1	61
Cc1cc(C)c(C)c(OCC(O)CN2CCCCC2C)c1 (stereo unspecified)	63
CCOc1ccc(CC(=O)Nc2nc(-c3ccccn3)cs2)cc1	81
O=C(c1csc(Nc2ccccc2)n1)N1CCN(c2ccccc2)CC1	59
CCOc1ccc(-c2noc(Cn3nc(-c4ccccc4Cl)ccc3=O)n2)cc1	65
COc1cccc(C(=O)Nc2c3c(nn2-c2ccccc2)CCC3)c1OC	62
O=C(NCCCS(=O)(=O)N1CCN(c2ccc(F)cc2)CC1)c1n[nH]c2ccccc12	68
Cn1c(=O)c2[nH]c(-c3ccccc3)nc2n(C)c1=O	48
Cc1c(Br)sc2sc(C(=O)/C=C/N(C)C)c(C)c12	60
CC(=O)N1CCc2ccc(NC(=O)c3c(-c4ccccc4Cl)noc3C)cc2C1	72
C=CCNC(=S)NNC(=O)COc1ccc(Cl)cc1Cl	55
O=C(CSc1ccc(NC(=O)C2CC2)nn1)Nc1nccs1	75
CCOC(=O)Cc1csc(NC(=O)CCCN2C(=O)c3cccc4cccc(c34)C2=O)n1	58
O=C(Nc1nc(-c2csc(NC(=O)c3ccc(N4C(=O)CCC4=O)cc3)n2)cs1)c1ccc(N2C(=O)CCC2=O)cc1	61
O=C(Cn1nc2c(cc1=O)CCCC2)Nc1ccc(Br)cc1	63
NC(=O)C1CCN(C(=O)Nc2c[nH]c3ccccc23)CC1	53
COc1ccc(S(=O)(=O)NCc2cccnc2)c2ccccc12	58
COc1ccccc1OCC(=O)NC1CC(=O)N(c2ccc(Cl)cc2)C1 (stereo unspecified)	51
CC(C)NC(=O)Nc1ccc(CN2CCN(c3ccccn3)CC2)cc1	61
CN(C)C(CNC(=O)C(=O)Nc1cc(Cl)ccc1C#N)c1cccs1 (stereo unspecified)	52
CS(=O)(=O)N1CCCC1C(=O)N(Cc1ccccc1)c1nc2c(Cl)cccc2s1 (stereo unspecified)	66
O=C1C=CC(=CN(O)c2ccccc2)C=C1	64
COc1cc(NC(C)=O)ccc1/C=N\NC(N)=S	54
Nc1ccc(S(=O)(=O)NC(=O)c2cc[n+]([O-])cc2)cc1	57
COc1c[nH]c(C(=O)Nc2ccc(NC(C)=O)cc2)cc1=O	61
Cc1ccc(CSc2nnc(N)s2)cc1	54
Nc1ccccc1SC(C[N+](=O)[O-])c1ccc2c(c1)OCO2 (stereo unspecified)	61
NC(=O)c1ccc(N=c2oc3c(Cl)cc(Cl)cc3cc2C(N)=O)cc1	73
COc1ccc(-c2cn(-c3ccc(Br)cc3)c3[n+]2CCS3)cc1	84
COc1ccc2cc([C@@H](C)C(=O)O)ccc2c1	51
CCO/C(C)=N\OC(=O)Nc1ccc(OC(F)(F)F)cc1	53
O=C(CSCC(=O)Nc1nc2ccccc2s1)Nc1nc(-c2ccccc2)c(-c2ccccc2)s1	62
CC1CN(S(=O)(=O)c2ccc(C(=O)N/N=C\c3cc([N+](=O)[O-])cc(Br)c3O)cc2)CC(C)O1 (stereo unspecified)	62
COc1ccc(C)cc1S(=O)(=O)NCC1CCN(Cc2ccccc2)CC1	81
Cc1ccc(C(=O)N2CCN(c3oc(/C=C/c4ccc(F)cc4)nc3C#N)CC2)cc1	77
CCOC(=O)C1(C#N)C(c2ccc(OC)cc2)C(c2cccs2)=NN1c1ccc([N+](=O)[O-])cc1 (stereo unspecified)	77
CCn1c(=NC(=O)C2CCCN2S(=O)(=O)c2ccc(OC)cc2)sc2ccccc21 (stereo unspecified)	75
Cc1ccnc(NC(c2cccs2)c2c(C)[nH]c3ccccc23)c1 (stereo unspecified)	48
Cc1cccc(OCC(=O)NCCCc2ccc(N(C)C)cc2)c1	71
C=CCn1c(SCC(=O)c2ccc(C)c(C)c2)nc2scc(-c3ccccc3)c2c1=O	72
CCc1ccc(S(=O)(=O)NCC2CCN(CCOC)CC2)s1	71
CC(=O)Nc1ccc(SCc2c(F)cccc2Cl)nn1	64
COc1ccc(NC(=O)Nc2ccc(-c3ccc(N4CCCC4)nn3)cc2)cc1OC	74
CCOc1ccc(Br)cc1S(=O)(=O)Nc1cccc(-c2ccc(OC)nn2)c1	54
O=C(CSc1nc2scc(-c3ccc(F)cc3)c2c(=O)n1-c1ccccc1)c1ccc(Cl)cc1	112
O=C(CSc1nnc2ccccn12)Nc1nsc(-c2ccccc2)n1	62
COC(=O)Cn1c(=NC(=O)c2cc3ccccc3oc2=O)sc2cc3c(cc21)OCO3	71
ON(C=C1C=Nc2ccccc21)c1ccc(Br)cc1	62
Next section
SMILES	RMI FANCM FP
CCOC(=O)c1oc2nc(-c3ccc(C)cc3)cc(-c3ccco3)c2c1N	32
CC(C)Oc1ccc(C(=O)NCCn2ncc3c(=O)n(Cc4ccccc4F)cnc32)cc1	69
C(/C=C/c1ccco1)=N/Nc1nnc(-c2ccccc2)c(-c2ccccc2)n1	21*
Cc1nnsc1C(=O)N1CCN(Cc2nc3ccccc3n2Cc2ccccc2)CC1	59
CCOC(=O)c1ccc(NC(=O)CC(NCCCOC)C(=O)O)cc1 (stereo unspecified)	55
O=C(Nc1ccccc1)Nc1ccc(Cl)cc1[N+](=O)[O-]	53
Cc1ccc(S(=O)(=O)N2CCCC(C(=O)Nc3cc(C)no3)C2)cc1 (stereo unspecified)	67
CCn1ccc(C(=O)N(Cc2cccnc2)c2nc3c(OC)ccc(Cl)c3s2)n1	89
ONC(=Nc1cccc(Cl)c1)c1ccccc1	54
CCN(CC)S(=O)(=O)c1ccc(-c2nc(C#N)c(NCc3ccc4c(c3)OCO4)o2)cc1	63
CC1CC(=O)Nc2ccccc2N1S(=O)(=O)c1cccc2nonc12 (stereo unspecified)	58
COc1nn(C)cc1-c1nnc(SCC(=O)Nc2ccccc2C(F)(F)F)n1C	62
Cc1onc(-c2ccccc2Cl)c1C(=O)N1CCN(Cc2nc(C3CC3)cs2)CC1	60
COC(=O)c1sccc1N(C)S(C)(=O)=O	56
O=S(=O)(Cc1ccc(Cl)cc1)c1ccc(NCc2ccccc2)nn1	68

Rewritten in markdown: entries from further up.
| compound | RMI FANCM FP |
| --- | --- |
| CC1CC(=O)Nc2ccccc2N1S(=O)(=O)c1cccc2nonc12 (stereo unspecified) | 58 |
| COc1nn(C)cc1-c1nnc(SCC(=O)Nc2ccccc2C(F)(F)F)n1C | 62 |
| Cc1onc(-c2ccccc2Cl)c1C(=O)N1CCN(Cc2nc(C3CC3)cs2)CC1 | 60 |
| COC(=O)c1sccc1N(C)S(C)(=O)=O | 56 |

(cont.)
SMILES	RMI FANCM FP
COc1cccc(-c2nc(SCCN3CCCC3)c3c(=O)n(C)c(=O)n(C)c3n2)c1	85
Cc1ccc(Cl)cc1NC(=O)C(=O)NCCCN1CCOCC1	56
COc1ccc(Br)cc1S(=O)(=O)NCCOC12CC3CC(CC(C3)C1)C2	66
N#C/C(=C\Nc1ccccn1)C(=O)C1CC1	55
O=C(CCN1C(=O)c2cccc3cccc(c23)C1=O)NCc1ccco1	58
COc1ccc2nc(-c3ccc(OC)c(NC(=O)NC4CCCCC4)c3)cn2n1	91
CSc1scc2c1-c1nc(SCC(=O)C(C)(C)C)ncc1CC2	58
O=C(Cc1ccc(Cl)cc1)Nc1nc2cc3c(cc2s1)OCCO3	74
Cc1cc(NC(=O)CSc2nnc(-c3ccccc3)c3sc(C)nc23)no1	63
CCOc1ccc(-n2c(N3CCOCC3)nc3cc(C(=O)OC)ccc3c2=O)cc1	56
Cc1cc(=O)[nH]c(-n2nc(C)c(CCC(=O)Nc3nc4c(C)cccc4s3)c2C)n1	62
COc1ccc(-c2ccc3c(N)c(-c4ccc(C#N)cc4)sc3n2)cc1	158
Cc1ccc2nc(NC(=O)CSc3ccc(NC(=O)C4CC4)nn3)sc2c1	170
CSc1cccc(NC(=O)Cn2c(=O)n(CCCCC(=O)NCC(C)C)c(=O)c3ccccc32)c1	75
COc1ccc(C)c2sc(NC(=O)c3c(F)cccc3F)nc12	66

Continued, overlapping the part above by seven compounds.
SMILES	RMI FANCM FP
Cc1cc(NC(=O)CSc2nnc(-c3ccccc3)c3sc(C)nc23)no1	63
CCOc1ccc(-n2c(N3CCOCC3)nc3cc(C(=O)OC)ccc3c2=O)cc1	56
Cc1cc(=O)[nH]c(-n2nc(C)c(CCC(=O)Nc3nc4c(C)cccc4s3)c2C)n1	62
COc1ccc(-c2ccc3c(N)c(-c4ccc(C#N)cc4)sc3n2)cc1	158
Cc1ccc2nc(NC(=O)CSc3ccc(NC(=O)C4CC4)nn3)sc2c1	170
CSc1cccc(NC(=O)Cn2c(=O)n(CCCCC(=O)NCC(C)C)c(=O)c3ccccc32)c1	75
COc1ccc(C)c2sc(NC(=O)c3c(F)cccc3F)nc12	66
CCCn1c(=O)c2ccc(C(=O)NCC(C)C)cc2n2c(=O)n(Cc3ccc(Cl)cc3)nc12	65
Fc1ccc(CNCc2cn3c(-c4ccc(Br)cc4)nnc3s2)cc1	60
COC(=O)c1ccc(CSc2ncnc3c2nnn3-c2ccc(OC)cc2)o1	57
Cc1ccc(C(=O)CSc2nnc3cc(C)c4ccccc4n23)s1	62
CCS(=O)(=O)Nc1cccc(C2=NN(C(=O)c3ccc(Br)o3)C(c3ccco3)C2)c1 (stereo unspecified)	65
CCCCc1ccc(NC(=O)Cc2csc(NC(=O)C3CCC(=O)N3)n2)cc1 (stereo unspecified)	57
CCCc1cc(=O)n2c(n1)SCC2CC(=O)O (stereo unspecified)	69
Cc1occc(=O)c1OCc1ccc(Cl)cc1	57
O=S(=O)(Oc1ccc(F)cc1F)c1cccc(S(=O)(=O)Oc2ccc(F)cc2F)c1	54
C=CCn1c(SCC(=O)c2ccc(C(C)(C)C)cc2)nc2scc(-c3ccccc3)c2c1=O	70
O=C(CSc1nc2scc(-c3ccc(F)cc3)c2c(=O)n1-c1ccccc1)N1CCCCCC1	79
CCCCc1ccc2nc(Cl)sc2c1	71
Cc1nnc(SCC(=O)c2cc(C)n(-c3ccccc3F)c2C)s1	63
Cc1ccc(Cn2nc3n(C(C)C)c(=O)c4ccc(C(=O)NCC(C)C)cc4n3c2=O)cc1	87
CN(Cc1ccccc1)S(=O)(=O)c1ccc(C(=O)O)cc1	68
COc1ccc(C(=O)COc2cc(=O)oc3ccccc23)cc1	57
Cc1nnc(NC(=O)CSc2nnc3[nH]c(=O)cc(-c4ccccc4)n23)s1	42
CCc1cccc(NC(=O)Cn2c(C)cc(C)c(-c3nc(-c4ccc(OC)cc4)no3)c2=O)c1	121
C/C(=N/NC(=S)NCc1ccccc1)c1ccc2ccccc2c1	59
Fc1ccc(N2CCN(C(=S)c3ccc(-c4cc(Cl)ccc4Cl)o3)CC2)cc1	62
CCOC(=O)C(CC)Sc1nc(N)c(NC(=O)c2ccc(OC)c(OC)c2)c(=O)[nH]1 (stereo unspecified)	55
CNc1nc(Nc2ccc(Br)cc2)nc(N)c1[N+](=O)[O-]	72
CCSc1nnc(CNC(=O)c2ccc(Cl)cc2Cl)n1-c1ccccc1OC	61
CCSC1=NCCN1S(=O)(=O)c1ccc2ccccc2c1	60
CCOc1ccc(-c2csc(-c3nnn(-c4cccc(OC)c4)c3C)n2)cc1	71
Cc1cc(C)cc(-n2c(SCC(=O)NCC3CCCO3)nc3c([nH]c4ccccc43)c2=O)c1 (stereo unspecified)	75
Cc1ccc(S(=O)(=O)Nc2ccc(-c3cn4cccc(C)c4n3)cc2)cc1[N+](=O)[O-]	54
Cc1cc(NC(=O)CCCc2ccccc2)n(-c2nc3c(cnn3-c3ccc(F)cc3)c(=O)[nH]2)n1	63
O=c1c2c(nc3nc[nH]n13)CCC2	50
O=C(Nc1nc(CC(=O)N2CCN(c3ccc(F)cc3)CC2)cs1)c1ccco1	56

2 entries from above, with the structure last.
RMI FANCM FP	Structure
51	COc1ccc2cc([C@@H](C)C(=O)O)ccc2c1
53	CCO/C(C)=N\OC(=O)Nc1ccc(OC(F)(F)F)cc1

Next compounds follow.
SMILES	RMI FANCM FP
CCOc1ccc(N2CCn3c2nn(CC(=O)N2CCc4ccccc42)c(=O)c3=O)cc1	56
O=C(COc1ccccc1)N1CCc2cc(S(=O)(=O)NC3CCCC3)ccc21	62
COc1ccc(Br)c(C(=O)NC(=S)Nc2ccc(F)cc2)c1	53&49
CS(=O)(=O)c1cccc2sc(N3CCN(C(=O)/C=C/c4ccccc4)CC3)nc12	51
CC(C)c1nnc(SCc2ccccn2)c2c1cnn2-c1ccc(F)cc1	62
Cn1c(=O)c2c(O)c(C=Nc3cccc(Cl)c3Cl)c(=O)n(C)c2n(C)c1=O	45
CC(Oc1ccc(I)cc1)C(=O)Nc1ccc(Br)cc1 (stereo unspecified)	50
O=C(CC1CSc2nc3c(c(=O)n21)CCC3)N1CCN(Cc2ccccc2)CC1 (stereo unspecified)	65
O=S(=O)(Nc1cccc(CCc2ccccn2)c1)c1ccc(Cl)cc1	51
O=C(COc1ccccc1F)Nc1cccc(-c2nc3ccccc3o2)c1	100
CCN1C(=O)c2cccc3c(NC(=O)c4cc(Cl)cc(Cl)c4)ccc1c23	40

The list is partial; rates above refer to the full screens.
